Screening results from PubChem BioAssay.
KB-V1 cytotox = KB-V1 MDR subline cytotoxicity. actives 3.4% (n = 400,000). Potency, µM (titrated, usually from 46.1 µM), for the others: at the top dose activity change, negative = cytotoxicity, hits mostly cytotoxic. AID 1347076. KB-V1 MDR cells viability, CellTiter-Glo, 72 h; further: potency means the concentration at half of the fitted maximal effect; on the % scale 0 is the no-effect control and ±100 the full control effect; nearly all actives have a fitted effect of over 60% in size
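Luminescent ATP read-out (CellTiter-Glo, 10 min) measures survival of drug-selected KB-V1 MDR cells after 72 h, 37 degrees C compound exposure. Medium: phenol-red-free DMEM, 10% FBS. Values from fitted concentration-response curves.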
KB-3-1 cytotox = kills parental KB-3-1 adenocarcinoma cells; Potency, µM (top dose mostly 46.1 µM), for inactives: at the highest dose activity change, negative = cytotoxic, usual class: cytotoxic; KB-3-1 viability, CellTiter-Glo ATP luminescence, 72 h; actives 1.4% (n = 400,000); further: potency means the concentration at half of the fitted maximal effect; on the % scale 0 is the no-effect control and ±100 the full control effect; nearly all actives have a fitted effect of over 60% in size
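Parental KB-3-1 adenocarcinoma cells in phenol-red-free DMEM with 10% FBS were pin-treated with compounds at several concentrations, incubated 72 h at 37 °C, and viability read by CellTiter-Glo luminescence; concentration-effect curves were fitted after normalization.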
MCF10A rereplic = inducers of DNA re-replication in MCF 10A breast cells; MCF 10A DNA re-replication, Hoechst nuclear intensity, 48 h; Potency, µM (titrated, usually from 46.1 µM), for inactives: at the highest dose activity, positive = re-replication, actives largely listed as activators; actives 2.9% (n = 350,000); further: potency means the concentration at half of the fitted maximal effect; % of control where 0% means no effect; nearly all actives have a fitted effect of over 50% in size
HT1080 IDH1KD tx = kills HT-1080 cells with IDH1 knockdown; Potency, µM (highest dose often 46.1 µM), for the others: at the top dose activity, negative = toxicity, actives largely listed as cytotoxic; actives 2% (n = 360,000); HT-1080 IDH1 knockdown viability, ATP luminescence, 48 h; AID 686971;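 further: potency means the concentration at half of the fitted maximal effect; 0% = DMSO wells and -100% = cell-free medium wells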
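Luminescent ATP read-out (CellTiter-Glo, 10 min at room temperature) after 48 h compound exposure at 37 °C gave viability of IDH1-knockdown HT-1080 cells. Activity was normalised to DMSO and cell-free wells, then fitted as concentration-response curves.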
IL-1B inflam inh = blocks inflammasome-driven IL-1 beta release | actives 4.7% (n = 360,000) | activity change, % at 57.5 µM | AID 743279 | THP-1 LPS/ATP IL-1B secretion, AlphaLISA, 16 h; stronger effect = lower value; in the data active means activity change below about -50%; inconclusive means mostly about -30% to -49%; further: on the % scale 0 is the no-effect control and ±100 the full control effect
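THP-1 cells pretreated 1 hr with compounds (up to 57.5 uM final), then stimulated with LPS (250 ng/mL final) plus ATP (1.25 mM final); secreted IL-1B measured by AlphaLISA after 16 hr, decreased signal indicating inhibition.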
HT1080NT lethal = kills 2HG-producing HT-1080-NT fibrosarcoma cells; HT-1080-NT fibrosarcoma viability, CellTiter-Glo ATP luminescence, 48 h; Potency, µM (top dose mostly 46.1 µM), inactives show at the top dose activity, negative = less viability, actives largely listed as cytotoxic; actives 1.6% (n = 360,000);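 further: NT is the 2HG producing partner of a matched IDH1 knockdown line; potency means the concentration at half of the fitted maximal effect; 0% = DMSO-treated cells and -100% = media-only wells without cells; nearly all actives have a fitted effect of over 55% in size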
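Fibrosarcoma NT cells, 750 per well in 5% FBS RPMI, were exposed to compound for 48 hours. Viability: CellTiter-Glo luminescence.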
GLP1R cytotox = cytotoxicity in counter-screen for GLP-1R inverse agonists; HEK293 cAMP-luciferase reporter cells, luminescence, 24 h; Potency, µM (series often up to 38.3 µM), without a hit: at the highest dose activity change, negative = inhibition, most hits filed as inhibitors; actives 0.13% (n = 410,000); AID 624418;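 further: loss of luciferase light is scored as toxicity; potency means the concentration at half of the fitted maximal effect; on the % scale 0 is the no-effect control and ±100 the full control effect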
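Seeding density was 200 cells/uL; after overnight-length (12 h) culture, 23 nL compounds went on for 24 h at 37 °C. Readout used a luciferase detection reagent, luminescence taken after 12 min at room temperature.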
DRD3 agonist = agonists of human D3 dopamine receptor. actives 0.58% (n = 410,000). P35462. D3R DiscoveRx beta-arrestin cells, luminescence, 90 min. AID 652048. max activation, %; in the data active means max activation above about 30%; further: 0% is about no effect; mostly tested at two doses, the higher about 12 µM
Target sequence (P35462 whole entry, looked up): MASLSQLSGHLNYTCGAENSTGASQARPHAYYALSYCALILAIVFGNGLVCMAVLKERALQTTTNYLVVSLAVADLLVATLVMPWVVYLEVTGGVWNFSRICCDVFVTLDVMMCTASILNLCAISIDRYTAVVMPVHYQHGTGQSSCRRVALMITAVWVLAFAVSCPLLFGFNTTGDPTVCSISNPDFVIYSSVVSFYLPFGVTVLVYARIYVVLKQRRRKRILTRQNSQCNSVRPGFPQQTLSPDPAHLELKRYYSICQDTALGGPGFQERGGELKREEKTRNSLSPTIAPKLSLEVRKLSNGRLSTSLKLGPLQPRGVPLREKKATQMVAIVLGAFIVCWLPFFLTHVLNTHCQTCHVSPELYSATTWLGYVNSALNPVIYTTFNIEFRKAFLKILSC
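Agonist mode: compounds and dopamine controls were applied to plated cells for 90 min at 37 degrees C after an overnight attachment at 1500 cells/well. Luminescent read-out followed 30 - 60 minutes at room temperature with DiscoveRx detection reagent.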
SW480 rereplic = DNA re-replication induction in SW480 cells. SW480 DNA re-replication, Hoechst DNA content imaging, 48 h. Potency, µM (doses to about 46.1 µM), for inactives: at the top dose re-replication activation, hits mostly activators. actives 1.8% (n = 340,000); further: potency means the concentration at half of the fitted maximal effect; % of control where 0% means no effect; nearly all actives have a fitted effect of over 55% in size
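Hoechst fluorescence of nuclei (405 nm excitation, 500-530 nm emission) measured by plate-scanning imager after 48 hr compound exposure at 37 C; re-replication scored as increased number of nuclei with elevated intensity.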
Starred values were filed as active, the others as inactive; ? = inconclusive; / = no result given; [ ] = dose if it differs, or a comment. Unless noted, the call rests on the fitted dose curve; in most records, active means well fitted curve in the direction sought with a large enough effect; inconclusive means small, poorly fitted or top-dose-only effect, or another doubt; inactive means no such curve, though single readings can be large; an effect the other way counts as inactive or inconclusive.

entry	molecule	KB-V1 cytotox	KB-3-1 cytotox	MCF10A rereplic	HT1080 IDH1KD tx	IL-1B inflam inh	HT1080NT lethal	GLP1R cytotox	DRD3 agonist	SW480 rereplic
1	C=CCOc1ccc(C(=O)N(Cc2ccc(N(C)C)cc2)C2CCS(=O)(=O)C2)cc1 (stereo not drawn)	-18%	-5%	1%	4%	-6	-2%	6%	-10	0%
2	COc1ccccc1CCC(=O)NNC(=O)c1ccc(Br)cc1	-21%	6%	6%	?	-16	-17%	2%	-3	1%
3	O=C(O)c1ccc(N/N=C/c2ccc(-c3ccccc3Cl)o2)cc1	0%	-8%	?	23µM*	-24	?	4%	16	16µM*
4	O=NN(CCc1ccncc1)c1ccc(OCc2ccccc2)cc1	3.3µM*	-19%	?	-21%	-19	-19%	-3%	8	0%
5	COc1ccc(N2CCN(CCCn3c(=S)[nH]c4ncccc4c3=O)CC2)cc1	0%	6.5µM*	7%	-11%	32	-2%	3%	-2	1%
6	C=CCNC(=O)COC(=O)c1ccccc1C(=O)N(C)C1CCCCC1	12%	1%	-40%[inhibitor]	0%	4	-4%	7%	1	-7%
7	CCN(C(=O)COC(=O)c1nc(Cl)ccc1Cl)C1CCS(=O)(=O)C1 (stereo not drawn)	-8%	1%	-1%	-2%	4	7%	-4%	-11	-1%
8	Cc1ccc(S(=O)(=O)N(Cc2ccc([N+](=O)[O-])cc2)C(=O)N2CCN(C)CC2)cc1	0%	7%	-9%	-2%	15	-11%	4%	4	-1%
9	Cc1cccc(NC(=O)CNC(=O)c2cc(S(=O)(=O)N(C)C)ccc2N2CCCC2)c1C	-12%	4%	/	-4%	-19	0%	-6%	16	/
10	COc1ccc(C2CC(=O)c3c([nH]c(C(=O)OC(C)C)c3C)C2)cc1OC (stereo not drawn)	2.6µM*	-4%	1%	0%	11	0%	1%	7	-85%[inhibitor]
11	Cc1ccc(Cn2ncc3c(N4CCN(c5ccc(C)cc5)CC4)ncnc32)cc1	?	-5%	24%	-15%	35	6%	-5%	7	2%
12	O=C(CCc1ccc(S(=O)(=O)N2CCOCC2)cc1)OCC(=O)c1ccccc1F	6%	22%	-2%	3%	0	-2%	0%	5	-6%
13	CCOc1ccc(CCNC(=O)COC(=O)Cn2cnc3ccccc3c2=O)cc1OCC	?	-7%	5%	15%	-8	5%	-5%	8	-6%
14	OC(c1ccc(Cl)cc1)c1nccc2ccccc12 (stereo not drawn)	-4%	?	5%	0%	-6	1%	5%	-3	13%
15	O=C(NCc1ccco1)c1cccc(S(=O)(=O)N2CCc3ccccc32)c1	?	-27%	0%	-7%	-30	-2%	20%	1	5%
16	O=c1cc(Cl)[nH]c(=O)n1CCNc1ncc(C(F)(F)F)cc1Cl	5%	-1%	?	-1%	0	-3%	-9%	6	-4%
17	COc1ccc(OCC(=O)NNC(=O)c2nn(C)c(=O)c3ccccc23)cc1	-2%	0%	12%	1%	23	3%	-3%	6	-4%
18	Cn1cc(C(=O)N/N=C/C2=C(N3CCOCC3)C(=C\c3ccccc3)/CC2)ccc1=O	-14%	4%	3%	1%	26	-3%	4%	3	-4%
19	CCCCCc1cc(OC)cc2c1C(=O)OC(C)(C)O2	-18%	0%	-1%	-1%	-5	2%	15%	6	-47%[inhibitor]
20	O=C(O)CCC(=O)N1N=C(c2ccco2)CC1c1cccs1 (stereo not drawn)	-16%	12%	-4%	7%	10	-3%	-3%	-4	-2%
21	COC(=O)Cc1ccc(NC(=S)N2CCN(C(=O)C3CCCO3)CC2)cc1 (stereo not drawn)	/	/	2%	5%	0	-1%	0%	-12	-1%
22	Cc1ccc(S(=O)(=O)N2CCN(c3cnn(-c4ccccc4)c(=O)c3Cl)CC2)cc1	-22%	4%	9%	2%	19	-1%	4%	-37	-5%
23	C/C(=N\NC(=S)NC1CCCCC1)c1cccc(C(F)(F)F)c1	9%	2%	?	6%	58	25%	?	3	1%
24	Cc1c(NC(=O)Nc2cccc(C(F)(F)F)c2)c(=O)n(-c2ccccc2)n1C	-1%	-7%	-4%	7%	-6	7%	-3%	6	-1%
25	CCOC(=O)c1[nH]cnc1C(=O)Nc1ccncc1	?	6%	-4%	15%	0	10%	4%	1	-1%

Some of these compounds in order of molar mass, highest first.
entry	molecule	KB-V1 cytotox	KB-3-1 cytotox	MCF10A rereplic	HT1080 IDH1KD tx	IL-1B inflam inh	HT1080NT lethal	GLP1R cytotox	DRD3 agonist	SW480 rereplic
9	Cc1cccc(NC(=O)CNC(=O)c2cc(S(=O)(=O)N(C)C)ccc2N2CCCC2)c1C	-12%	4%	/	-4%	-19	0%	-6%	16	/
18	Cn1cc(C(=O)N/N=C/C2=C(N3CCOCC3)C(=C\c3ccccc3)/CC2)ccc1=O	-14%	4%	3%	1%	26	-3%	4%	3	-4%
14	OC(c1ccc(Cl)cc1)c1nccc2ccccc12 (stereo not drawn)	-4%	?	5%	0%	-6	1%	5%	-3	13%

(cont.)
entry	molecule	KB-V1 cytotox	KB-3-1 cytotox	MCF10A rereplic	HT1080 IDH1KD tx	IL-1B inflam inh	HT1080NT lethal	GLP1R cytotox	DRD3 agonist	SW480 rereplic
26	O=C(COc1cccc2ccccc12)N/N=C/c1ccco1	-6%	-2%	-1%	0%	-9	19%	3%	2	5%
27	Cc1nc(-c2cccc(NC(=O)c3cccc(S(=O)(=O)N4CCCC4)c3)c2)cs1	-27%	?	5%	-14%	-4	-2%	-26%	-14	-23%
28	O=C(CSc1nncs1)Nc1cc(-c2ccccc2)nn1-c1ccccc1	?	29%	27%	-9%	-3	-3%	-9%	-8	-4%
29	Cc1cccc2nc(-c3ccccn3)c(Nc3ccc(F)cc3)n12	?	-26%	/	/	/	/	-27%	-34	/
30	COc1cc2cncc(Cc3ccc(Cl)cc3)c2cc1OC	0%	4%	12%	-23%	-11	-12%	0%	3	?
31	Cc1ccc(/C=C(\C#N)c2nc(-c3ccc(-c4ccccc4)cc3)cs2)cc1	?	-2%	/	/	/	/	0%	-3	/
32	C/C(=N\NC(=O)c1nn(C)c(C)c1Br)c1cccc(NC(=O)c2ccoc2C)c1	-8%	-3%	-4%	12%	-9	16%	14%	6	-59%[inhibitor]
33	CCc1cccc(N(C(=O)c2csnn2)C(C(=O)NC2CCCCC2)c2cccnc2)c1 (stereo not drawn)	34%	-5%	-20%	9%	-3	4%	3%	-9	0%
34	Cc1ccc(C)c(NC(=S)NCC(c2ccccc2)N(C)C)c1 (stereo not drawn)	-30%	0%	3%	-2%	-19	-1%	?	-39	3%
35	O=C1COc2ccc(C(=O)COC(=O)CCOc3ccccc3)cc2N1	-8%	4%	2%	-2%	25	5%	-7%	-3	-5%
36	O=C(c1ccco1)N(Cc1cccnc1)C(c1ccccc1)c1nc2ccccc2[nH]1 (stereo not drawn)	7%	0%	/	1%	5	-2%	-4%	6	/
37	COc1cc(CNCCCN2CCOCC2)ccc1OCC(=O)Nc1cccc(C(F)(F)F)c1	-4%	-3%	?	?	?	?	9%	-3	?
38	Cc1cc(C)c(C(=O)CSc2n[nH]c(-c3ccncc3)n2)c(C)c1	15%	9%	0%	-5%	90	2%	1%[7.66 µM]	-4	0%
39	CCOC(=O)c1sc2ncn(CC(=O)Nc3ccc(C)cc3C)c(=O)c2c1C	?	20%	/	/	/	/	5%	-19	/
40	Cc1ccc(S(=O)(=O)N2CCCCC2)cc1C(=O)NCc1ccncc1	?	2%	-17%	-12%	17	-11%	-5%	-2	-10%
41	COC(=O)CNC(=O)CNC(=O)Nc1ccccc1Cl	8%	4%	-1%	-1%	6	11%	2%	2	1%
42	CC1=CC(C)(C)n2c(O)c(N=NC(N)=S)c3cc(C)cc1c32	-2%	-11%	?	2%	-7	-2%	2.8µM*	0	16µM*
43	CCOC(=O)C(NC(=O)N(C)C)(Nc1sc(C)c(CC)c1C#N)C(F)(F)F (stereo not drawn)	8%	5%	-7%	10%	-11	21%	9%	-1	3%
44	CCCCn1cc(S(=O)(=O)c2ccccc2)c(=O)c2cc(F)c(N3CCN(CCC)CC3)cc21	?	-10%	/	/	/	/	3%	-17	/
45	Cc1ccc(NC(=O)COC(=O)CN2C(=O)C3CCCCC3C2=O)cc1C (stereo not drawn)	0%	1%	-1%	-2%	19	6%	-1%	-1	-8%
46	O=C(N/N=C/c1cn(-c2cccs2)nc1-c1ccccc1)c1ccccc1Cl	0%	0%	?	-18%	41	-14%	-16%	-4	-2%
47	Cc1cc(C)cc(C(=O)N2CC(=O)Nc3ccc(C)cc3C2c2ccccc2)c1 (stereo not drawn)	-26%	-11%	/	/	/	/	4%	0	/
48	CCCN1CN(Cc2ccccc2)CC2=C1CC(C)(C)CC2=O	-12%	-3%	1%	9%	-7	3%	-17%	-7	-3%

Part of the list above, with one line to a screen.
37: COc1cc(CNCCCN2CCOCC2)ccc1OCC(=O)Nc1cccc(C(F)(F)F)c1
40: Cc1ccc(S(=O)(=O)N2CCCCC2)cc1C(=O)NCc1ccncc1
35: O=C1COc2ccc(C(=O)COC(=O)CCOc3ccccc3)cc2N1
27: Cc1nc(-c2cccc(NC(=O)c3cccc(S(=O)(=O)N4CCCC4)c3)c2)cs1
26: O=C(COc1cccc2ccccc12)N/N=C/c1ccco1
44: CCCCn1cc(S(=O)(=O)c2ccccc2)c(=O)c2cc(F)c(N3CCN(CCC)CC3)cc21

Screen / compound no.,37,40,35,27,26,44
KB-V1 cytotox,-4%,?,-8%,-27%,-6%,?
KB-3-1 cytotox,-3%,2%,4%,?,-2%,-10%
MCF10A rereplic,?,-17%,2%,5%,-1%,/
HT1080 IDH1KD tx,?,-12%,-2%,-14%,0%,/
IL-1B inflam inh,?,17,25,-4,-9,/
HT1080NT lethal,?,-11%,5%,-2%,19%,/
GLP1R cytotox,9%,-5%,-7%,-26%,3%,3%
DRD3 agonist,-3,-2,-3,-14,2,-17
SW480 rereplic,?,-10%,-5%,-23%,5%,/
